RBX1-CUL1 inh: human ROC1-CUL1 E3 ligase inhibition. P62877+Q13616. in vitro K48 di-Ub FRET, acceptor:donor ratio, 45 min. inhibition, % at 10 µM. 0.6% of 140,000 active. AID 1347404; in the data active = inhibition above about 25%
Target sequence (P62877 whole entry, looked up): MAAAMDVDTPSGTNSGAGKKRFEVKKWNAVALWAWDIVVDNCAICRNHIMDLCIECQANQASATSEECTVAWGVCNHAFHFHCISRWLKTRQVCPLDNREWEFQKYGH
Target sequence (Q13616 whole entry, looked up): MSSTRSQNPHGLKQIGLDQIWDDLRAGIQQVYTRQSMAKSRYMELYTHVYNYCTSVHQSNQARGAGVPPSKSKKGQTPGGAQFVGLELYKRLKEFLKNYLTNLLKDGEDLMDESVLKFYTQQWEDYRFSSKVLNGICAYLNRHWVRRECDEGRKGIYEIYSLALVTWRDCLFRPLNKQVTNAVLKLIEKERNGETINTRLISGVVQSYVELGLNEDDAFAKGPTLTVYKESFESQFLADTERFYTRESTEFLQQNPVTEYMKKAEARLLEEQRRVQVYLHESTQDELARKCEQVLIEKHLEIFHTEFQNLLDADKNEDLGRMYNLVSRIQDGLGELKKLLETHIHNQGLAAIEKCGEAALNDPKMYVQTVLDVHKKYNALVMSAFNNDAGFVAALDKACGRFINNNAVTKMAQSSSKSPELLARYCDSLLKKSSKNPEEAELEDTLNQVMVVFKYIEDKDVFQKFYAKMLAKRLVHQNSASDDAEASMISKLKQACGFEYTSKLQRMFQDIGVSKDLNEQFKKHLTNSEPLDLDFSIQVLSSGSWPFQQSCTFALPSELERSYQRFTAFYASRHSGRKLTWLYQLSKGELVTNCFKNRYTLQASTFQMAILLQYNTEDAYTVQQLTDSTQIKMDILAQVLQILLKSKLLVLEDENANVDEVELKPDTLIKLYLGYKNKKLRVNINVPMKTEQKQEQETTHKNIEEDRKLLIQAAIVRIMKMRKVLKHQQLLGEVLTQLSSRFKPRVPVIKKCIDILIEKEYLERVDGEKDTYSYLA
Active calls of the source: *. Only part of the results is shown, so the mix of outcomes need not match the whole.

SMILES | RBX1-CUL1 inh
CCc1ccc(NC(=O)c2c(C)noc2C)cc1 | 3
COc1ccc(/C=C/C(=O)N2c3ccccc3Sc3ccccc32)cc1 | 4
CCOC(=O)NC(N=C1C(=O)N(c2ccccc2)N(C)C1C)(C(=O)OCC)C(F)(F)F (stereo not given) | 5
Cc1nc2ncccn2c1C(=O)N1CCOC(Cc2cccc(F)c2)C1 (stereo not given) | 2
O=C1CCCc2nc(N3CCN(c4cccc(C(F)(F)F)c4)CC3)ncc21 | 6
Cc1cc(F)ccc1NC(=O)C(C(C)C)N1Cc2ccccc2C1=O (stereo not given) | -8
Nc1nc2ncc(-c3ccccc3)nc2c(=O)[nH]1 | 4
CCOC(=O)c1ccc(NC2NS(=O)(=O)C3CCCCC23)cc1 (stereo not given) | 15
O=S(=O)(/C=C/c1ccccc1)NCc1ccc2c(c1)OCO2 | 2
COC(=O)CCNc1ccc(-c2nc(Cc3ccc(F)cc3)no2)cn1 | 10
COc1ccc(OC)c(-c2noc(N3CCN(c4ccc(Cl)cc4)CC3)n2)c1 | 0
CCC(C)C(=O)Nc1c(C)cccc1C (stereo not given) | -8
COc1ccc(CC2(CCC(=O)N(C)[C@@H]3CS(=O)(=O)C[C@H]3O)CCC(=O)N2)c2ccccc12 (stereo not given in full) | 5
COc1ccc(OCc2ccc(-c3nc(C#N)c(NCc4ccc(F)cc4)o3)o2)cc1 | -3
O=C1NC(O)(C(F)(F)F)C(=O)N2CCCC12 (stereo not given) | -1
Cc1ccc(NC(=O)C(C)Sc2ncnc3sc4c(c23)CCCC4)cc1C (stereo not given) | 1
CCN1CCN(CC(O)COC2CCC(C(C)(C)C)CC2)CC1 (stereo not given) | -11
CC(C)(O)c1nc2ccccc2n1Cc1ccccc1 | 5
Cc1ccc(-c2nnc(SCC(=O)NNC(=O)COc3ccccc3)n2-c2ccccc2)cc1 | -2
O=C(COc1ccc(Br)cc1)Nc1cccc2cccnc12 | 11
CCCc1cc2c(cc1NC(=O)Cc1ccc(F)cc1)OCO2 | -3
CC(NC(=O)Cc1ccccc1Cl)C1CCCO1 (stereo not given) | 3
CCN(CC)C(=O)c1ccc(/C=C/c2c[nH]c3ccccc23)[n+](C)c1 | 6
FC(F)(F)c1ccc(Cl)c2c1NC(c1ccc(Cl)cc1Cl)C1CC=CC21 (stereo not given) | -3
CCOC(=O)c1cnn(-c2ccccc2)c1NC(=O)c1c(-c2ccccc2)noc1C | 5
CN1C(=O)/C(=C/c2ccc(N3CCCC3)cc2)C(=O)NC1=S | 13
CCn1c(SCC(=O)Nc2cc(Cl)ccc2OC)nc2c([nH]c3ccccc32)c1=O | 3
O=C(CCN1CCCC1)NCC1COc2ccccc2O1 (stereo not given) | -6
CCOC(=O)c1cnc2ccc(OC)cc2c1NCCc1ccc(OC)c(OC)c1 | -2
Cc1cc(C(=O)Nc2ccc(Br)cc2F)no1 | 8
C#CCOc1ccc(/C=C2\C(=O)N(c3ccc(S(N)(=O)=O)cc3)N=C2C(F)(F)F)cc1OCC | -1
Cc1ncccc1C(=O)NCc1cccnc1N(C)CCc1ccccn1 | -1
Cc1ccc(S(=O)(=O)Nc2ccc(O)c(C(=O)O)c2)c(C)c1 | 1
N#CC1C(=N)Oc2n[nH]c(-c3ccccc3)c2C1c1c(F)cccc1F (stereo not given) | -7
CCC1CN(Cc2ccc(O)c(Cl)c2)Cc2cc(OC)ccc2O1 (stereo not given) | 4
CC(=O)Nc1nc(=S)ss1 | -6
CCN(Cc1nccn1C)C(=O)c1ccc(N(C)Cc2ncc(C)[nH]2)nc1 | 4
Nc1c(-c2ccccc2)cnn1-c1nc2ccc(Cl)cc2s1 | 4
CNC(=O)C1CCC(Cn2c(=O)c3sccc3n(CC(=O)NCc3ccccc3)c2=O)CC1 (stereo not given) | -4
CCOC(=O)c1scc(-c2ccc(C)cc2)c1S(=O)(=O)Nc1cc(OC)ccc1OC | 6
CC(=O)Nc1ccc(C(=O)OCC(=O)c2ccc(F)cc2)cc1 | -11
CC1=NC(=O)NC(c2cccc3ccccc23)C1C(=O)OC1CCCCCCC1 (stereo not given) | 2
CN(C)c1ncnc2c1oc1ccccc12 | 8
CCOC(=O)c1c(NC(C)=O)c2c3c(sc2n1Cc1nc(-c2ccccc2OCC)oc1C)CCCC3 | -9
O=C(NC(=S)Nc1ccccc1C(F)(F)F)c1cncc(Br)c1 | 3
CC(C)OC(=O)N1C(=O)c2ccccc2NC1(C(F)(F)F)C(F)(F)F | 1
CN1CCN(C(=O)Cn2ncc3c4ccccc4n(Cc4ccc(Cl)cc4)c3c2=O)CC1 | 0
Cc1ccc(OCC(=O)Nc2ccc(-c3nc4ccc(C)cc4o3)cc2)cc1 | 4
CC1=C(C)C2(O[C@@H](C)C(c3ccccc3)(c3ccccc3)O2)C1=O (stereo not given in full) | 1
O=C(O)C1CCCN1C(=O)c1ccc(Cl)c(Cl)c1 (stereo not given) | -3
CCN(Cc1ccn[nH]1)CC1CCCN(CCc2cccc(OC)c2)C1 (stereo not given) | -1
CCCN=C1N/C(=C\c2ccccc2)C(=O)N1c1ccc(Cl)cc1 | 2
CC(=O)OCC1OC(Oc2cccc3c2C(=O)[C@@H]2CC(C)=C[C@H](O)[C@@H]2C3=O)C(OC(C)=O)C(OC(C)=O)C1OC(C)=O (stereo not given in full) | 2
c1cnc2cnc3cscc3c2c1 | 3
CCN(CC)c1ccc(NS(=O)(=O)c2ccc(-c3cnc(C4CC4)o3)cc2)c(C)c1 | -15
CC1CN(C(=O)c2cccc(S(=O)(=O)N3CC(C)OC(C)C3)c2)CC(C)O1 (stereo not given) | 5
COc1ccc(Cn2ccnc2SCC(=O)Nc2cc(C(F)(F)F)ccc2Cl)cc1 | 11
CC(C)(CO)NC(=O)c1ccco1 | 1
Cc1cc(C)c2c(C)[n+]([O-])oc2c1 | 11
COc1ccc(NC(=O)Cn2c(=O)n(CCCC(=O)NCCc3ccc(C)cc3)c(=O)c3ccccc32)cc1Cl | -6

Some of the entries so far, with tabs.
compound	RBX1-CUL1 inh
N#CC1C(=N)Oc2n[nH]c(-c3ccccc3)c2C1c1c(F)cccc1F (stereo not given)	-7
CCC1CN(Cc2ccc(O)c(Cl)c2)Cc2cc(OC)ccc2O1 (stereo not given)	4
CC(=O)Nc1nc(=S)ss1	-6
CCN(Cc1nccn1C)C(=O)c1ccc(N(C)Cc2ncc(C)[nH]2)nc1	4
Nc1c(-c2ccccc2)cnn1-c1nc2ccc(Cl)cc2s1	4
CNC(=O)C1CCC(Cn2c(=O)c3sccc3n(CC(=O)NCc3ccccc3)c2=O)CC1 (stereo not given)	-4
CCOC(=O)c1scc(-c2ccc(C)cc2)c1S(=O)(=O)Nc1cc(OC)ccc1OC	6
CC(=O)Nc1ccc(C(=O)OCC(=O)c2ccc(F)cc2)cc1	-11
CC1=NC(=O)NC(c2cccc3ccccc23)C1C(=O)OC1CCCCCCC1 (stereo not given)	2
CN(C)c1ncnc2c1oc1ccccc12	8
CCOC(=O)c1c(NC(C)=O)c2c3c(sc2n1Cc1nc(-c2ccccc2OCC)oc1C)CCCC3	-9
O=C(NC(=S)Nc1ccccc1C(F)(F)F)c1cncc(Br)c1	3
CC(C)OC(=O)N1C(=O)c2ccccc2NC1(C(F)(F)F)C(F)(F)F	1
CN1CCN(C(=O)Cn2ncc3c4ccccc4n(Cc4ccc(Cl)cc4)c3c2=O)CC1	0
Cc1ccc(OCC(=O)Nc2ccc(-c3nc4ccc(C)cc4o3)cc2)cc1	4
CC1=C(C)C2(O[C@@H](C)C(c3ccccc3)(c3ccccc3)O2)C1=O (stereo not given in full)	1
O=C(O)C1CCCN1C(=O)c1ccc(Cl)c(Cl)c1 (stereo not given)	-3
CCN(Cc1ccn[nH]1)CC1CCCN(CCc2cccc(OC)c2)C1 (stereo not given)	-1
CCCN=C1N/C(=C\c2ccccc2)C(=O)N1c1ccc(Cl)cc1	2
CC(=O)OCC1OC(Oc2cccc3c2C(=O)[C@@H]2CC(C)=C[C@H](O)[C@@H]2C3=O)C(OC(C)=O)C(OC(C)=O)C1OC(C)=O (stereo not given in full)	2
c1cnc2cnc3cscc3c2c1	3
CCN(CC)c1ccc(NS(=O)(=O)c2ccc(-c3cnc(C4CC4)o3)cc2)c(C)c1	-15
CC1CN(C(=O)c2cccc(S(=O)(=O)N3CC(C)OC(C)C3)c2)CC(C)O1 (stereo not given)	5
COc1ccc(Cn2ccnc2SCC(=O)Nc2cc(C(F)(F)F)ccc2Cl)cc1	11
CC(C)(CO)NC(=O)c1ccco1	1

The listing continues.
SMILES | RBX1-CUL1 inh
CN1CCCC1CCn1ccc(-c2cccc(-c3cccnc3)c2)n1 (stereo not given) | 3
CC12c3ccccc3C(Cc3ccccc3)(C(=O)N1c1ccccc1)C(=O)N2c1ccccc1 | 14
Cc1ccc(OC(C)C(=O)N=C2C(=O)N(c3ccccc3)N(C)C2C)cc1 (stereo not given) | -8
CC(C)(C)c1ccc(S(=O)(=O)Nc2cccc(CO)c2)cc1 | -3
C/C(=C\c1ccco1)CN1CCC(N2CCC(C(=O)N3CCCC3)CC2)CC1 | 0
Cc1ccccc1OCC(=O)Nc1ccc(N2CCN(C(=O)c3ccco3)CC2)cc1 | 1
Cc1nc(C(C)Nc2nc3nonc3nc2N(C)C)c(C)s1 (stereo not given) | -2
Nc1nonc1N=NN(Cc1ccc(Cl)cc1Cl)c1nonc1N | -8
Cc1cc(C)cc(OCCCCCCN2CCN(C)CC2)c1 | 4
C/C(=N\NC(=O)c1ccc(Br)s1)c1cccc(NC(=O)c2ccc(Br)o2)c1 | -8
O=C1CC(c2ccc(OC(F)(F)F)cc2)c2cc3c(cc2N1)OCCO3 (stereo not given) | -2
O=C(Nc1ccc(N2CCN(Cc3ccccc3F)CC2)cc1)c1cc2ccccc2o1 | 5
CCc1cccc(C)c1NS(C)(=O)=O | -4
COc1ccc2c(c1)c(CC(=O)Nc1c(C)cccc1C)c(C)n2C(=O)c1ccc(Cl)cc1 | -1
CCOC(=O)C1=C(C)N=c2s/c(=C\c3ccc(O)cc3)c(=O)n2C1c1ccc(F)cc1 (stereo not given) | 7
COc1ccc(/C=N/O)cc1Cn1cc([N+](=O)[O-])cn1 | -5
COc1cc(C(=O)COCC(=O)c2cc(OC)c(C)cc2OC)c(OC)cc1C | 4
COc1ccc(NC(=O)COc2ccc(Cl)cc2Cl)cc1OC | -1
Cc1ccc(C)c(S(=O)(=O)NC(C)C(=O)Nc2ccccc2F)c1 (stereo not given) | 3
CCCN1C(=O)C(=O)c2ccccc21 | -9
O=C1c2cccc3cccc(c23)C(=O)N1CCc1n[nH]c(=S)n1-c1ccccc1 | 1
COC(=O)c1ccc(OC(=O)c2ccc(Cl)cc2Cl)c(OC)c1 | 3
Cc1ccc(C)c(NC(=O)NC2CCCc3ccccc32)c1 (stereo not given) | -6
O=C1SCc2c1ncc1sccc21 | -2
CCNC(=O)N1CCCC(CCc2cccc(F)c2)C1 (stereo not given) | 3
Fc1ccc(COc2ccccc2CNc2ccc(N3CCCC3)cc2)cc1 | -10
COc1cccc(CC2(CCC(=O)NCc3c(F)ccc(C)c3F)CCC(=O)N2)c1 (stereo not given) | 13
CCOC(=O)CSc1nc(SCC(=O)OCC)c2c3c(sc2n1)CN(C(=O)OCC)CC3 | -1
Cc1ccccc1C(=O)NCc1nnc(SCC(=O)Nc2cccc(C(F)(F)F)c2)n1C | 3
O=C(NC(Cc1ccccc1)c1ccc2c(c1)OCCCO2)c1cccs1 (stereo not given) | 8
COc1cc(OC)cc(C(=O)NC(=S)Nc2cc(-c3nc4ccccc4o3)ccc2OC)c1 | 7
COc1ccc(CN(C)C(=O)CCC2(Cc3ccc(Cl)cc3)CCC(=O)N2)cc1OC (stereo not given) | -4
Cc1cccc(C)c1NC(=O)c1sc2nc(-c3ccccc3)cc(-c3ccc(F)cc3)c2c1N | 0
c1ccc(CN2CCN(c3ncnc4sc5c(c34)CCC5)CC2)cc1 | -2
CO[C@H]1[C@H](NC(=O)Cc2cccs2)c2ccccc2C12CCN(Cc1cc(C)c(O)c(C)c1)CC2 | -3
Cc1ccc(/C=N/N=C2/NC(=O)C(CC(=O)Nc3cccc(C(F)(F)F)c3)S2)cc1 (stereo not given) | -7
C=CCOc1ccc2c(C(F)(F)F)cc(=O)oc2c1 | -2
O=C(O)c1ccc(CNS(=O)(=O)c2cccc(Cl)c2)cc1 | -2
CCC1(c2ccccc2)OC(CC(C)OC(C)=O)Nc2ccccc21 (stereo not given) | 6
O=C1CC2Sc3ccccc3N=C2N1CCO (stereo not given) | 1
CC1=Nc2nc(CCCO)nn2C(c2cccc(F)c2)C1C(=O)Nc1ccc(Cl)cc1 (stereo not given) | 7
CCSc1ccc(Sc2ccccc2C(=O)O)cc1 | -12
Cc1ccc(C(=O)c2oc3ccccc3c2NC(=O)c2cc(=O)c3ccccc3o2)cc1 | 4
O=C1N=CC(c2cc3sccc3s2)C(=O)N1 (stereo not given) | 6
Cc1cccc(C)c1/C=C/c1ccccc1 | 4
COc1ccc(CC2=NC(=O)c3ccccc32)cc1 | 1
Cc1cc(C)c(NC(=O)C(C)Sc2nc3ccc(N=Cc4ccc(-c5ccc(Cl)cc5)o4)cc3s2)c(C)c1 (stereo not given) | -8
Cc1cccc(NC(=O)CN(C2CCCCC2)S(=O)(=O)c2ccc(Br)cc2)c1 | -1
CCCc1c(C(=O)Nc2c(C)cccc2C)nnn1-c1ccccc1 | 7
O=C(NC(=S)Nc1ccc(S(=O)(=O)N2CCOCC2)cc1)c1sc2ccccc2c1Cl | 3
COCCNC(=O)CCC1CCN(C2CCSC2)CC1 (stereo not given) | 5
CCOC(=O)c1ccc(NC(=O)C2=C(C)C(=O)OC23CCN(C(C)C)CC3)cc1 | -3
COc1cc(C(=O)N(Cc2ccc(F)cc2)Cc2ccco2)cc(OC)c1OC | -2
Cc1ncc2c(c1-c1noc(-c3cccc(Cn4cccn4)c3)n1)CCNC2 | 7
Cc1cnc(CCNCc2c(C(=O)N3C[C@@H](C)O[C@@H](C)C3)nc3ccc(Cl)cn23)[nH]1 | -16
COc1cc(CC2=NC(=O)N(CC(=O)Nc3ccc(C)cc3)C2=O)cc(Cl)c1OCc1cccc(C(=O)O)c1 | 45*
O=C1c2ccccc2OC23Oc4ccccc4C(=O)N2CCCN13 | 9
COc1ccc(OC)c(/C=C2\C(=O)NN(c3ccc(C)cc3)C2=O)c1 | 4
COc1ccc(NC(=O)CCSc2nnnn2C)cc1 | 1

Three compounds already listed, sorted by molecular weight, low to high:
SMILES | RBX1-CUL1 inh
COCCNC(=O)CCC1CCN(C2CCSC2)CC1 (stereo not given) | 5
CCCc1c(C(=O)Nc2c(C)cccc2C)nnn1-c1ccccc1 | 7
Cc1ncc2c(c1-c1noc(-c3cccc(Cn4cccn4)c3)n1)CCNC2 | 7

High-throughput results as filed in PubChem BioAssay.
